Bioassay records: PubChem BioAssay, Sanford-Burnham Center for Chemical Genomics
APOBEC3A inh = inhibitors of human APOBEC3A DNA deaminase | P31941 | recombinant A3A, FAM/TAMRA ssDNA deamination fluorescence | inhibition, % at 20 µM | 330,000 compounds, 0.41% hits | AID 493011;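 active = at least 40% inhibition at 20 µM here, with at most 30% in a related deaminase screen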;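 also: plate controls were A3A with DMSO for no effect and wells lacking A3A enzyme for full effect; some results filed as inactive read as strong as hits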
Target sequence (P31941 whole entry, looked up): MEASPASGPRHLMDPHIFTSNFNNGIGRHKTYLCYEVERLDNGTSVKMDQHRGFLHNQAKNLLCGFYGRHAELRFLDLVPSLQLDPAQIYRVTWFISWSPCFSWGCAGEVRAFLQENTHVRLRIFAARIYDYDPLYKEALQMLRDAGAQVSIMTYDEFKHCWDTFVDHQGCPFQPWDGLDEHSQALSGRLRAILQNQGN
PfG6PD inh = PfG6PD (Plasmodium falciparum) enzyme inhibition; PfGluPho enzyme, NADPH resazurin-diaphorase fluorescence; inhibition, % at 20 µM; 350,000 compounds, 0.78% hits; AID 504690;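 active = inhibition reaching at least a set limit at 20 µM in the primary screen, cut at about 59% in these data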;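 also: 0% = DMSO wells with substrate and 100% = DMSO wells lacking glucose-6-phosphate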
hIAP act = increases human intestinal alkaline phosphatase activity; P09923; purified human IAP, CDP-Star luminescence, 30 min; stronger effect = higher value; 1 = vehicle-only enzyme, 0 = enzyme-free background; activation factor at 10 µM; 330,000 compounds, 0.16% hits;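 active = activation factor of the enzyme at least 2-fold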; also: the source names both 10 and 20 µM as test concentration; values of inactives mirror those of a sister screen read the other way
Target sequence (P09923 whole entry, looked up): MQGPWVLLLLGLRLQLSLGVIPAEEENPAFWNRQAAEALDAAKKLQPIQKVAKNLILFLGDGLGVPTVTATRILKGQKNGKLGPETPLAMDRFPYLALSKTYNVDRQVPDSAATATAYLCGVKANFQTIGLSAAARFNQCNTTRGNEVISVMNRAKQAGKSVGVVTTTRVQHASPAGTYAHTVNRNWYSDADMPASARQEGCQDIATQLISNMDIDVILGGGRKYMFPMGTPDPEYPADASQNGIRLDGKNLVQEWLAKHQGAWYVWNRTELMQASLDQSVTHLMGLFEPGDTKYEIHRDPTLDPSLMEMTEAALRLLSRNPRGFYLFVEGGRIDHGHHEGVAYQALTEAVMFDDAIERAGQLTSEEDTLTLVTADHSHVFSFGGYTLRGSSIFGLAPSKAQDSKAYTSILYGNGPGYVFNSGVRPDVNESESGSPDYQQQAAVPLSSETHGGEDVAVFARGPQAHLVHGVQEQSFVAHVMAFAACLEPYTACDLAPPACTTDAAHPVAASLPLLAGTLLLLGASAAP
hIAP inh = human IAP inhibition; 330,000 compounds, 0.12% hits; inhibition, % at 10 µM; P09923; purified IAP, CDP-Star luminescence, 30 min; AID 2544;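 active = inhibition reaching a set limit with compound at 10 µM in the primary screen, cut at about 35% in these data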;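 also: plate controls were DMSO wells with enzyme for no effect and no-enzyme buffer wells for full effect; values of inactives mirror those of a sister screen read the other way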
mIAP block = mouse IAP inhibition; purified mouse IAP, CDP-Star luminescence, 30 min; inhibition, % at 10 µM; 330,000 compounds, 0.2% hits;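 active = inhibition of at least 40% at 10 µM in the primary screen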;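 also: plate controls were DMSO with enzyme for no effect and no enzyme wells for full effect; values of inactives mirror those of a sister screen read the other way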
HKDC1 inh = HKDC1 (human) hexokinase inhibition | AID 493160 | 340,000 compounds, 0.16% hits | Q2TB90 | inhibition, % at 20 µM | recombinant HKDC1, G6PDH/diaphorase resazurin coupled fluorescence;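 active = inhibition above about 35% when tested at 20 µM, limit read from the data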;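 also: plate controls were DMSO wells with enzyme for no effect and DMSO wells lacking enzyme for full effect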
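Test system: HK5 enzyme. Quantity: 5 µg/mL HK5 final. Reagent: glucose and ATP substrates. Schedule: 90 min reaction incubation at room temperature, dark. Technique: resazurin-to-resorufin fluorescence via G6PDH and diaphorase coupling, 525/613 nm. Control set: DMSO wells with and without enzyme mix.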
ATG4B inh = ATG4B (human) cysteine protease inhibition; Q9Y4P1; ATG4B cleavage of LC3-PLA2, NBD-HPC fluorescence, 1 h; inhibition, % at 8.33 µM; 340,000 compounds, 0.51% hits; AID 504462; in the data active = inhibition above about 40%
Target sequence (Q9Y4P1 whole entry, looked up): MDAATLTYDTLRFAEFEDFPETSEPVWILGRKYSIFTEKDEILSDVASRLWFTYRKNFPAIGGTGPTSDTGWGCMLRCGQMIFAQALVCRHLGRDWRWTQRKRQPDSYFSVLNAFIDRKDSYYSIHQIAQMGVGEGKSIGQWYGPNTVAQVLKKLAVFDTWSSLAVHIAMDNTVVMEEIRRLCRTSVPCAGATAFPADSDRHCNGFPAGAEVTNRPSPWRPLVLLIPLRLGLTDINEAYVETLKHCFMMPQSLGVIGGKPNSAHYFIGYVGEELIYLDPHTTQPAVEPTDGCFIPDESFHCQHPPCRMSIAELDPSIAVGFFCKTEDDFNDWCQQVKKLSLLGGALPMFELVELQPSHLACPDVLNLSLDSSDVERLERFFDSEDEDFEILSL
mIAP act = mouse IAP activation | muIAP, CDP-Star luminescence, 30 min; stronger effect = higher value; 1 = vehicle-only enzyme signal, 0 = enzyme-free wells | activation factor at 10 µM | 330,000 compounds, 0.24% hits;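 active = activation factor of at least 2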; also: the source names both 10 and 20 µM as test concentration; values of inactives mirror those of a sister screen read the other way
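Assay system: mouse IAP enzyme; reagent: chemiluminescent substrate CDP-Star; dosing: test compounds delivered from DMSO solution; schedule: 30 min at room temperature; measured by: luminescence from enzymatic CDP-Star hydrolysis; controls: DMSO-only wells and no-enzyme negative control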
* marks the source's active call; other numbers are inactive results; nt = no result given. The order is random; about 2.4% have a hit in one of these screens.

SMILES	APOBEC3A inh	PfG6PD inh	hIAP act	hIAP inh	mIAP block	HKDC1 inh	ATG4B inh	mIAP act
O=C(COC(=O)c1cc(S(=O)(=O)N2CCCCC2)ccc1N1CCOCC1)c1ccc(F)cc1	-5	18	0.92	8	-4	3	-8	1
COc1ccc(C)cc1S(=O)(=O)Nc1ccc2c(c1)N(C(C)=O)CCC2	0	14	1	0	-1	-1	-11	1
C=CCN1C(=O)c2ccc(C(=O)OCC(=O)N3CCN(c4ccccc4)CC3)cc2C1=O	-1	8	0.96	4	9	-7	2	0.91
Cn1c(=O)[nH]c(=O)c2c1nc(N1CCCCCC1)n2CCN1CCCCCC1	-4	-8	0.96	4	-10	-3	2	1.1
CCN(C(=O)c1cc2cc(OC)ccc2oc1=O)c1cccc(C)c1	-4	5	1.2	-19	4	-12	-2	0.95
COc1ccc(NC(=O)COC(=O)Cc2coc3cc(OC)ccc23)c(OC)c1	-4	8	1.2	-24	-14	-3	-6	1.1
N=C1/C(=C/c2cccn2CCOc2ccccc2)C(=O)N=C2SC=C(c3ccccc3)N12	2	65*	0.84	16	22	-4	-17	0.78
O=C1NC2(CCCCCC2)C(=O)N1Cc1c(F)cccc1Cl	-2	-12	0.98	2	-3	0	5	1
Cc1cccc(Cc2cnc(NC(=O)c3ccc(C)o3)s2)c1	0	12	0.94	6	6	0	47*	0.94
O=C(CCCn1cnc([N+](=O)[O-])n1)Nc1cccc2ccccc12	-8	31	1	-1	-3	6	-6	1
COc1ccc(NC(=O)C(=O)N/N=C(\C)CC(=O)Nc2cc(C)ccn2)c(OC)c1	-6	-15	1.4	-35	-6	-3	4	1.1
O=C(NCc1ccco1)c1cc2cc3ccc(Cl)cc3nc2o1	3	4	0.92	8	3	-7	-2	0.97
CCNS(=O)(=O)c1ccc(CCC(=O)O)cc1	-3	-9	0.91	9	3	-7	12	0.97
CCN1CCN(c2ccc(S(=O)(=O)N3CCOCC3)cc2NC(=O)/C=C/c2ccc(OC)c(OC)c2)CC1	34	3	0.99	1	-1	0	-6	1
CC(C)c1ccc(N(CC(=O)NCC2CCCO2)C(=O)Cn2nnc(-c3cccs3)n2)cc1 (stereo not given)	1	-4	1.1	-12	0	5	0	1
O=C(COC(=O)C1CC1)Nc1ccc([N+](=O)[O-])cc1C(F)(F)F	-1	0	1.1	-6	-5	4	2	1.1
CCN(CC)c1ccc(NC(=O)c2ccco2)c(C)c1	-5	11	1.1	-6	0	-6	-4	1
Cn1c(-c2ccc(F)cc2)cnc1NCc1cccc([N+](=O)[O-])c1	-2	6	1	0	4	-3	22	0.96
CCC1CCCCN1CCCNC(=O)c1ccc2c(c1)c(C)c(C)n2CC (stereo not given)	-10	3	1.5	-53	-3	-4	-3	1
CCOc1ccccc1N1CCN(C(=S)NC(=O)C23CC4CC(CC(C4)C2)C3)CC1	4	-14	1.1	-5	4	9	7	0.96
Cn1cccc1Cc1nnc(SCC(=O)NCC2CCCO2)n1C (stereo not given)	-4	-3	0.88	12	6	-2	-10	0.94
Cc1cc(=O)oc2cc(OCCSCCN3CCOCC3)ccc12	-2	-2	1.2	-24	-2	-2	-3	1
COc1ccc(-n2c(-c3ccco3)nc3c(cnn3-c3ccc(C)cc3)c2=O)cc1	-1	17	0.9	10	1	-5	-9	0.99
CCC(C)N=Cc1c(Nc2ccccc2)nc2c(C)cccn2c1=O (stereo not given)	-1	8	0.91	9	1	0	19	0.99

Sorted by formula weight (highest first): part of the list above.
SMILES	APOBEC3A inh	PfG6PD inh	hIAP act	hIAP inh	mIAP block	HKDC1 inh	ATG4B inh	mIAP act
CC(C)c1ccc(N(CC(=O)NCC2CCCO2)C(=O)Cn2nnc(-c3cccs3)n2)cc1 (stereo not given)	1	-4	1.1	-12	0	5	0	1
Cc1cc(=O)oc2cc(OCCSCCN3CCOCC3)ccc12	-2	-2	1.2	-24	-2	-2	-3	1
Cn1c(-c2ccc(F)cc2)cnc1NCc1cccc([N+](=O)[O-])c1	-2	6	1	0	4	-3	22	0.96

Next part:
SMILES	APOBEC3A inh	PfG6PD inh	hIAP act	hIAP inh	mIAP block	HKDC1 inh	ATG4B inh	mIAP act
O=C(Nc1sc2c(c1CN1CCOCC1)CCC2)c1ccc(F)cc1	-4	9	0.94	6	5	-5	-4	0.95
CCc1nnc(NC(=O)c2cc(OC)c(OC)cc2[N+](=O)[O-])s1	2	24	1	-2	-2	-6	8	1
C/C(=N\N1C(=O)c2ccccc2NC1c1ccccc1)c1ccccc1O (stereo not given)	-7	4	1.1	-10	0	-10	12	1
Cc1ccc(C(C)(C)C)c(OCCCCN2CCCC2)c1	4	18	0.89	11	8	-1	2	0.92
O=C1CN(C(=O)COc2ccccc2)c2ccccc2N1	1	-2	1.1	-7	-2	4	1	1
CN(C)c1ccc(/C=N/n2ncc3ccccc32)cc1	-2	3	0.95	5	-10	7	-1	1.1
CCOC(=O)c1[nH]c2ccccc2c1NC(=O)CC	-4	-2	0.84	16	7	1	-7	0.93
N#CC(CC(=O)c1ccc(F)cc1)c1ccc2c(c1)OCO2 (stereo not given)	1	1	0.92	8	1	-1	3	0.99
O=C(NC1CCCc2ccccc21)c1ccc(CNc2c(N3CCOCC3)c(=O)c2=O)cc1 (stereo not given)	1	-11	0.92	8	4	6	7	0.96
N#Cc1ccccc1S(=O)(=O)N1CCN(C(=O)CCC2CCCC2)CC1	23	-12	1	-4	-8	4	-5	1.1
c1cc(-c2cn(C[C@H]3CC[C@@H]([C@@H]4CC[C@H](Cn5cc(-c6ccsc6)nn5)O4)O3)nn2)cs1	-2	-10	0.91	9	-1	-3	11	1
CCc1ccc(-c2cc3c(=O)n(CC(=O)NCCCN4CCN(Cc5ccccc5)CC4)nc(C)n3n2)cc1	-2	-8	0.98	2	0	-4	3	1
CCOP(=O)(OCC)C(NC(=O)Nc1ccc(Cl)c(Cl)c1)C(N)=O (stereo not given)	-2	-13	0.93	7	-12	-13	-13	1.1
O=C(COc1ccc(Cl)c(Cl)c1)NC1CCS(=O)(=O)C1 (stereo not given)	1	3	0.89	11	10	-5	-3	0.9
CCN(CC)S(=O)(=O)c1ccc(NC2=NS(=O)(=O)c3ccccc32)cc1	-5	14	0.89	11	-9	-8	-12	1.1
Nc1nc(C2C(=O)CCCC2=O)cs1	-3	14	0.99	1	27	-6	2	0.73
NC(=O)c1ccc(NC(=O)CN2C(=O)NC(c3ccccc3)(c3ccccc3)C2=O)cc1	-2	2	0.84	16	-5	3	-7	1
Cc1nn(CC#N)c(=O)n1N(C)c1ncc(C(F)(F)F)cc1Cl	-3	3	1	-4	-4	-2	-5	1
CCOC(=O)C1CCN(C(=O)c2[nH]c3ccc(OC)cc3c2C)CC1	-3	-2	1.2	-20	6	2	-6	0.94
Clc1ccccc1-c1nnc(-c2cccs2)o1	-4	-9	0.95	5	9	-3	5	0.91
COC(=O)CCCC1=CC2=CC(=O)C(C)(OC(=O)c3cccs3)C(=O)C2=CN1CCN1CCOCC1 (stereo not given)	-4	52	0.95	5	0	12	-3	1
O=C(NC1CCSc2ccccc21)c1ccccc1F (stereo not given)	-5	-11	0.99	1	3	0	2	0.97
O=S(=O)(Nc1ccc(-c2ccc3nncn3n2)cc1)c1cccs1	3	-1	0.96	4	4	23	-9	0.96
O=C(c1cc(-c2ccc(O)cc2)on1)N1CCCC1	0	-6	0.77	23	-6	-5	-1	1.1

An excerpt from above, limited to APOBEC3A inh, ATG4B inh and hIAP inh.
Structure	APOBEC3A inh	ATG4B inh	hIAP inh
Cc1cccc(Cc2cnc(NC(=O)c3ccc(C)o3)s2)c1	0	47*	6
O=C(CCCn1cnc([N+](=O)[O-])n1)Nc1cccc2ccccc12	-8	-6	-1
COc1ccc(NC(=O)C(=O)N/N=C(\C)CC(=O)Nc2cc(C)ccn2)c(OC)c1	-6	4	-35
O=C(NCc1ccco1)c1cc2cc3ccc(Cl)cc3nc2o1	3	-2	8

(more compounds)
SMILES	APOBEC3A inh	PfG6PD inh	hIAP act	hIAP inh	mIAP block	HKDC1 inh	ATG4B inh	mIAP act
Cc1cc(C(=O)COc2cccc(-n3cnnn3)c2)c(C)n1-c1ccccc1	0	74*	1	-3	-2	-3	-2	1
Cc1cc(C)cc(NC(=O)CN2CCN(C(=O)c3cccs3)CC2)c1	4	-5	0.94	6	4	9	4	0.96
Cc1ccc(CSCCC(=O)NCCC2=CCCCC2)cc1	-1	8	1.1	-7	-20	-8	16	1.2
Cc1c(C)n(CC(O)CN2C(=O)c3ccccc3S2(=O)=O)c2ccccc12 (stereo not given)	-2	-2	0.99	1	10	-2	-9	0.9
Cc1c(Cl)cccc1NC(=O)CNC(=O)Cc1c[nH]c2ccccc12	-1	-3	1	-1	-1	3	-21	1
NC(=O)C1CCCc2c1n(Cc1ccccc1)c1ccccc21 (stereo not given)	0	9	0.96	4	4	4	84*	0.96
CCOC(=O)c1c(C)nc2c3ccccc3ccn12	7	29	1.2	-18	4	0	1	0.96
CCOC(=O)C1C(c2ccc(O)c(O)c2)NC(=S)NC1(O)C(F)(F)F (stereo not given)	1	-1	1	-2	12	-8	2	0.88
NCCCC[C@H]1CNC(=S)N1CCc1cc(C(F)(F)F)cc(C(F)(F)F)c1	-1	8	0.86	14	-6	3	-16	1.1
O=C(CN1C(=O)NC(c2ccccc2)(c2ccccc2)C1=O)NCCc1ccc(F)cc1	-1	23	1.1	-7	-16	-2	-11	1.2
O=C(NC1CCS(=O)(=O)C1)/C(=C/c1ccco1)NC(=O)c1ccccc1 (stereo not given)	1	-3	1	0	-1	-8	-11	1
CC1CN(C(=S)Nc2cccc([N+](=O)[O-])c2)CC(C)O1 (stereo not given)	-4	14	1.2	-18	4	-3	-2	0.96
CCc1ccccc1N(C(=O)CNC(=O)c1ccco1)C(C(=O)NC1CCCC1)c1cccnc1 (stereo not given)	0	-12	0.95	5	-2	-6	0	1
CCCN1CCN(C(=O)Cn2cnc3ccc(S(=O)(=O)N4CCC(C)CC4)cc3c2=O)CC1	-3	1	0.96	4	8	-7	-11	0.92
COc1ccc2[nH]c3c(c2c1)CCN1C(=O)C(CC(=O)NCCCN(C)C)C[C@H](C(=O)N2CCCCC2)[C@@]31C (stereo not given in full)	1	2	nt	nt	-4	-2	-1	1
CCc1ccc(OCC(=O)N/N=C/c2cc([N+](=O)[O-])ccc2N2CCOCC2)cc1	3	96*	1.1	-14	7	12	-8	0.93
O=C(COC(=O)/C=C/c1cccc(F)c1)Nc1ccc(Cl)cn1	-3	-3	1.1	-12	11	3	2	0.89
CCN(CC)S(=O)(=O)c1ccc(NC(=O)COC(=O)CN2C(=O)c3ccccc3C2=O)cc1	2	0	0.92	8	2	1	-20	0.98
Cc1ccccc1S(=O)(=O)c1c(C)cc(C)n(C)c1=O	1	-21	0.96	4	5	-3	-9	0.95
Cc1ccc(Oc2cc(NC(=O)CCCn3nc([N+](=O)[O-])c(Cl)c3C)cc([N+](=O)[O-])c2)cc1	-2	16	0.9	10	13	-4	89*	0.87
CC(=O)c1c(C)[nH]c(C(=O)CSc2nnc(-c3ccccc3)o2)c1C	-2	23	1.2	-20	-1	-8	0	1
Cc1c(-c2nnnn2-c2ccc(F)cc2)cnc2cc3c(cc12)OCO3	1	-7	1	0	-2	3	-14	1
CCOc1ccc(C2C(C(=O)c3ccco3)=C(O)C(=O)N2CCN2CCOCC2)cc1OCC (stereo not given)	-5	5	1.1	-11	-3	5	-1	1
O=C(COC(=O)/C=C/c1ccccc1Cl)NC1CCCC1	-2	9	1.1	-14	-6	0	-47	1.1
COc1cc2cc(CCCO)oc(=O)c2cc1OC	1	18	0.82	18	1	1	-3	0.99
Cc1ccc2nc(SCC(=O)Nc3nonc3C)[nH]c2c1	2	3	1.2	-18	10	-5	-1	0.9
CCc1ccc(OCC(=O)NNC(=O)c2ccc(NC(=O)C3CC3)cc2)cc1	-3	-12	1.8	-82	10	5	5	0.9
